Rac1 GTP hydrolysis: MgcRacGAP GTPase-activating activity inhibitors, confirmation, biochemical, ADP Hunter fluorescence; MgcRacGAP-stimulated Rac1 GTP hydrolysis, ADP Hunter fluorescence; higher % means a stronger effect; GST-tagged Rac1 F28L mutant substrate; one-dose inhibition, % at 30 µM; IC50 in µM for titrated hits; 340,000 tested, 0.6% active; AID 624330;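 active = first-screen hits whose inhibition reached a set limit at any dose in the follow-up dose series; inconclusive = inhibition above the set first-screen limit but never retested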;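 also: fluorescence reports GDP produced by GAP-driven GTP hydrolysis; strong numbers were not always called active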
GPR55 activation: selective activators of receptor GPR55 – imaging, U2OS cells, beta-arrestin-GFP redistribution, primary screen (AID 1961); U2OS GPR55 beta-arrestin-GFP redistribution imaging; higher % means a stronger effect; one-dose activation, % at 10 µM; EC50 in µM for titrated hits; 290,000 tested, 0.048% active;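 active = activation above 40% with more than 50 cells counted in the well; inconclusive = wells holding fewer than 50 cells, flagged as toxic or sparse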;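 also: U2OS osteosarcoma cells stably expressing GPR55 and beta-arrestin-GFP; plate controls were DMSO negative control for no effect and LPI positive control for full effect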
GPR55 antagonists: GPR55 antagonists blocking LPI-driven arrestin recruitment, primary screen, imaging, U2OS, beta-arrestin-GFP, LPI agonist (AID 2013); inhibition, % at 10 µM; hits with a dose series show IC50 in µM; 290,000 tested, 0.13% active; U2OS GPR55 beta-arrestin-GFP translocation imaging, LPI antagonism; higher % means a stronger effect;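 active = spots per cell inhibited over 60%, with over 100 cells counted and total cytoplasm intensity under 500,000; inconclusive = wells with under 100 cells, flagged as likely toxic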;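 also: U2OS cells stably carrying GPR55 and arrestin-GFP stimulated by 5 µM LPI near EC80; imaged beta-arrestin-GFP aggregate spots per cell after agonist stimulation; plate controls were LPI-stimulated DMSO wells for no effect and DMSO wells without LPI for full effect; some results filed as inactive read as strong as hits; confirmed hits need IC50 under 10 µM and bright autofluorescent wells are also inconclusive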
SV40 large T antigen: SV40 large T antigen inhibitors, biochemical (AID 1903); SV40 large T antigen ATPase/helicase inhibition assay; higher % means a stronger effect; 310,000 tested, 0.39% active; inhibition, % at 20 µM, or IC50 in µM where a hit was titrated; in the data active = a potency from the dose series; inconclusive = inhibition mostly from about 32% at the one dose, without a potency; inactive = the rest, 99 in 100 with inhibition below about 32%; also: strong numbers were not always called active
GPR35 antagonists: GPR35 antagonists blocking zaprinast-driven arrestin recruitment, primary screen, imaging, U2OS, beta-arrestin-GFP, zaprinast agonist (AID 2058) | U2OS GPR35 beta-arrestin-GFP translocation imaging, zaprinast antagonism; higher % means a stronger effect | 290,000 tested, 0.052% active | one-dose inhibition, % at 10 µM; IC50 in µM for titrated hits;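 active = inhibition of at least 50% with at least 30 cells and total cytoplasm GFP at most 10,000,000; inconclusive = under 30 cells or total GFP of 10,000,000 plus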
NTR1 agonist: NTR1-driven beta-arrestin-GFP spot formation – imaging, U2OS cells, high content, primary screen (AID 493036). P30989. agonist mode. activation, % at 20 µM. 330,000 tested, 0.17% active;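 active = activation at or above 40% of the spot to cytoplasm intensity ratio, with at least 20 cells analyzed; inconclusive = wells under 20 cells, flagged as cytotoxic or low count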;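 also: 0% = DMSO without peptide and 100% = 100 nM NTR1 peptide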
Target sequence (P30989 whole entry, looked up): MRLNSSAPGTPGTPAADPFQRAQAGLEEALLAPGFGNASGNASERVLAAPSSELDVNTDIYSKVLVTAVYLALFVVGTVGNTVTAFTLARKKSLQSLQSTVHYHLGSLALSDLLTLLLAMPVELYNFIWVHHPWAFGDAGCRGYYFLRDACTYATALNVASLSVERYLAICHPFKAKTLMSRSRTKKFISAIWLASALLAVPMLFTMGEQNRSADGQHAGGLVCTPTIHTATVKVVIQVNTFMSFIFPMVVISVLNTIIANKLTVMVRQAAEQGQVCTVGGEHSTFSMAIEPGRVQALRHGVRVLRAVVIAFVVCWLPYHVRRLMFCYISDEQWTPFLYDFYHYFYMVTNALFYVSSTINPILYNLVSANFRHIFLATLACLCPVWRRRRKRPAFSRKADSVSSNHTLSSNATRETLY
LYP inhibition: PTPN22 lymphoid phosphatase activity blockers – biochemical, fluorescence intensity, uHTS (AID 1779); one-dose inhibition, % at 11.5 µM; IC50 in µM for titrated hits; 290,000 tested, 0.054% active; recombinant LYP phosphatase, fluorescence intensity; higher % means a stronger effect; in the data active = inhibition above about 50%;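 also: plate controls were vehicle with enzyme for no effect and no enzyme for full effect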
T cell HTS: T cell immune modulators affecting CD8 T cell-vesicle binding; 330,000 tested, 0.068% active; AID 2052; calls only at 7 µM; 2C CD8+ T cell-vesicle binding, flow cytometry; hits give low values;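 active = response, share of CD8 T cells binding vesicles, and their 90th percentile fluorescence all below set limits, cut at about 80% in these data, passing the limit was not always enough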
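Material: 2C TCR transgenic mouse naive CD8+ T cells, MACS-purified. Also added: QL9-charged Drosophila Ld/ICAM-1/B7-1 vesicles. Timing: binding 1.5 h at 37 °C. Measured by: high-throughput flow cytometry with anti-B7-1 and anti-CD8 staining. Read-out: percent CD8+ FL2 mean versus row control. Controls: Unloaded micro-vesicles (low), QL9 vesicles with 0.7% DMSO (high).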
Lipid droplet: modulators of hepatic lipid droplet formation. inhibition, % at 6.5 µM. AML12 mouse hepatocytes, oleate lipid droplets, BODIPY imaging. 240,000 tested, 0.4% active;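 active = lipid droplet intensity inhibited by at least 50%, with more than 500 cells counted; inconclusive = wells with under 300 cells, treated as cytotoxic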
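Technique: fluorescence imaging, 20x objective, two fields per well / Assay system: AML12 hepatocytes (mouse) / Measure: % inhibition of lipid droplet signal / Doses: 6.5 µM single-point dosing / Incubation: overnight exposure / Reagent: 100 µM oleic acid challenge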
Lipid droplet cells 6.5 µM: second read-out of Lipid droplet, no call of its own (marks repeat the call); cell count; measured here: cell count, cytotoxicity flag;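 cells counted across two imaged fields per well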
T cell HTS vesicle-bound %: recorded beside T cell HTS, whose call it bears; double positive events, %; measured here: CD8+ vesicle-bound cell fraction;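 binding gate set so that unloaded-vesicle control wells show 10% double positive cells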
NTR1 agonist cell count 20 µM: further read-out of NTR1 agonist, marked with its call; cell count; measured here: cell count, cytotoxicity flag
* hit, by the source's call; i = inactive; u = inconclusive; x = no result given.

SMILES	Rac1 GTP hydrolysis	GPR55 activation	GPR55 antagonists	SV40 large T antigen	GPR35 antagonists	NTR1 agonist	NTR1 agonist cell count 20 µM	LYP inhibition	T cell HTS	T cell HTS vesicle-bound %	Lipid droplet	Lipid droplet cells 6.5 µM
COc1cc(NC(=O)Cn2cnc(S(=O)(=O)N3CCCC3)c2)cc(OC)c1OC	5%	0.0%	15%	14%	5%	3.0	56	-8%	i	24	0	700
Cc1cccc(NC(=O)CSc2nnc(CNC(=O)c3ccc(S(=O)(=O)N(C)C)cc3)n2-c2ccc(F)cc2)c1	4%	-0.2%	-1%	5%	4%	-0.6	41	1%	i	1	-9	578
CCOc1ccc(S(=O)(=O)NCCC(=O)N2CCN(c3ccccc3O)CC2)cc1	2%	x	x	30%	x	0.9	64	x	i	54	x	x
CC(C)c1onc(C(=O)N2CCCCC2)c1[N+](=O)[O-]	8%	0.5%	-3%	3%	-7%	0.0	58	-6%	i	13	-12	468
COP(=O)(OC)c1nc(-c2cccc3ccccc23)oc1N1CCCCC1	13%	0.2%	-3%	9%	-5%	8.0	38	-30%	i	6	28	689
COc1ccc(C(=O)N/N=C/c2ccc(N3CCOCC3)o2)cc1OC	14%	1.4%	14%	15%	-15%	0.1	56	0%	i	57	-6	742
COc1ccc(NC(=O)COC(=O)C2=COCCO2)cc1OC	9%	-0.4%	7%	6%	-2%	-1.3	38	-2%	i	12	2	688
CCCCNC(=O)/C(C#N)=C/c1ccc(-c2ccc(S(=O)(=O)N3CCOCC3)cc2)o1	10%	-0.3%	12%	5%	6%	2.0	77	3%	i	44	-19	453
COc1cc(NC(=O)NCC2CCN(Cc3ccccc3F)CC2)cc(OC)c1	3%	0.7%	2%	23%	-1%	1.8	56	-7%	i	10	0	863
COc1ccc(C(C)=O)cc1CN(C)C	5%	0.0%	8%	-3%	-4%	2.2	67	-2%	i	38	-1	643
COc1ccc(C(=O)NCCn2nc(C)cc2C)cc1OC1CCN(C(C)=O)CC1	7%	-0.1%	19%	3%	-1%	0.9	80	-11%	i	65	6	822
O=[N+]([O-])c1ccc2nonc2c1Nc1ccccc1	6%	-0.1%	1%	9%	-12%	0.0	55	-10%	i	45	-1	801
Cc1cc(OCCCn2ccnc2)cc(C(C)C)c1	8%	-0.1%	-10%	5%	-8%	0.5	59	-2%	i	47	-3	653
COc1cc(/C=N/NC(=O)NC2CCCCC2)ccc1O	u	0.3%	7%	7.2µM*	9%	3.6	59	-6%	i	58	-9	777
CCOC(=O)c1cc2c(ccn2C)n1CC(=O)N(CC)CC	-7%	0.0%	-7%	x	1%	0.8	35	-6%	i	2	-4	632
CCn1cc(C(=O)O)c(=O)c2cnc(N3CCN(C(=O)Nc4cccc5ccccc45)CC3)nc21	x	0.2%	-6%	x	15%	x	x	-2%	x	x	x	x
CC(C)(C)C(=O)C[n+]1ccccc1	-5%	0.2%	0%	0%	-9%	0.8	94	-9%	i	58	21	711
c1ccc(-c2nccnc2-c2ccccc2)cc1	8%	2.5%	-2%	4%	4%	-0.6	37	-6%	i	27	9	647
CCOC(=O)/C(Sc1nc(-c2ccccc2)cc(-c2ccccc2)c1C#N)=C(\C)O	8%	0.0%	11%	11%	17%	3.7	82	-1%	i	16	x	x
CCc1cccc(NC(=O)Cn2cc(C=O)c3ccccc32)c1	10%	-0.3%	6%	7%	0%	3.3	62	-2%	i	41	-24	680
O=C(CSCc1ccc(C(=O)O)cc1)Nc1ccccc1	5%	0.2%	16%	7%	18%	-0.5	19	-12%	i	50	-27	731
CCOc1ccc(C(=O)NC(=S)Nc2ccccc2N2CCC(C)CC2)cc1[N+](=O)[O-]	2%	0.3%	13%	4%	-1%	7.2	45	6%	i	10	x	x
COc1ccccc1N(CC(=O)NC(C)(C)C)C(=O)CCC(=O)Nc1ccccn1	-4%	0.8%	1%	15%	-3%	0.3	52	-10%	i	56	-1	837
Cc1cc(C)cc(NC(=O)CCn2c(=O)c3cccn3c3ccccc32)c1	7%	-0.2%	1%	8%	8%	6.3	53	-5%	i	2	0	721
O=C(CSc1ccccn1)N/N=C/C=C/c1ccccc1	3%	0.1%	3%	14%	4%	0.7	85	-2%	i	59	-18	715

Taken from the listing for reference:
SMILES	Rac1 GTP hydrolysis	GPR55 activation	GPR55 antagonists	SV40 large T antigen	GPR35 antagonists	NTR1 agonist	NTR1 agonist cell count 20 µM	LYP inhibition	T cell HTS	T cell HTS vesicle-bound %	Lipid droplet	Lipid droplet cells 6.5 µM
CCOc1ccc(S(=O)(=O)NCCC(=O)N2CCN(c3ccccc3O)CC2)cc1	2%	x	x	30%	x	0.9	64	x	i	54	x	x
CC(C)c1onc(C(=O)N2CCCCC2)c1[N+](=O)[O-]	8%	0.5%	-3%	3%	-7%	0.0	58	-6%	i	13	-12	468
COP(=O)(OC)c1nc(-c2cccc3ccccc23)oc1N1CCCCC1	13%	0.2%	-3%	9%	-5%	8.0	38	-30%	i	6	28	689
COc1ccc(C(=O)N/N=C/c2ccc(N3CCOCC3)o2)cc1OC	14%	1.4%	14%	15%	-15%	0.1	56	0%	i	57	-6	742
COc1ccc(NC(=O)COC(=O)C2=COCCO2)cc1OC	9%	-0.4%	7%	6%	-2%	-1.3	38	-2%	i	12	2	688
CCCCNC(=O)/C(C#N)=C/c1ccc(-c2ccc(S(=O)(=O)N3CCOCC3)cc2)o1	10%	-0.3%	12%	5%	6%	2.0	77	3%	i	44	-19	453
COc1cc(NC(=O)NCC2CCN(Cc3ccccc3F)CC2)cc(OC)c1	3%	0.7%	2%	23%	-1%	1.8	56	-7%	i	10	0	863

Carrying on:
SMILES	Rac1 GTP hydrolysis	GPR55 activation	GPR55 antagonists	SV40 large T antigen	GPR35 antagonists	NTR1 agonist	NTR1 agonist cell count 20 µM	LYP inhibition	T cell HTS	T cell HTS vesicle-bound %	Lipid droplet	Lipid droplet cells 6.5 µM
CCOC(=O)c1nnn(-c2nonc2N)c1CNc1ccc(C)c(Br)c1	2%	-0.1%	6%	-1%	-2%	0.8	45	-6%	i	60	-11	745
Cc1ccc2c(CC(=O)Nc3c(C)n(C)n(-c4ccccc4)c3=O)coc2c1	8%	0.0%	-7%	-6%	1%	-3.0	95	1%	i	23	-5	721
C#CCOCCOCCOCCNc1nc(N2CCN(C(=O)CCCCCCCCCCNC(=O)[C@H](CCCCN)n3cc(CCCC(=O)O)nn3)CC2)nc(N2CCN(C(=O)CCCCCCCCCCNC(=O)[C@H](CCCCN)n3cc(CCCC(=O)O)nn3)CC2)n1	7%	x	x	13%	x	-0.3	84	x	i	36	x	x
O=C(NC(=S)NC1CCSC1=O)c1ccccc1 (stereo not given)	3%	0.2%	2%	5%	6%	-0.4	65	3%	i	32	16	712
O=C1COc2ccc(S(=O)(=O)N3CCN(c4ccccc4)CC3)cc2N1	-5%	0.3%	10%	5%	13%	0.4	55	-14%	i	12	-17	685
CC(Sc1nnc(COc2ccc(Cl)cc2)n1Cc1ccccc1)C(=O)O (stereo not given)	12%	0.1%	-7%	4%	2%	-1.4	48	0%	i	47	-2	676
Cc1cccc(NC(=O)CSCC(=O)Nc2cccc(S(=O)(=O)N3CCCCCC3)c2)c1	4%	x	x	15%	x	4.8	68	x	i	49	x	x
Cc1cccc(C2c3[nH]c4ccccc4c3CCN2C(=O)c2cc(CC(C)C)nc(C)n2)n1 (stereo not given)	0%	-0.1%	5%	7%	1%	1.8	62	4%	i	42	-5	704
Cc1nn(Cc2ccc(Cl)cc2)c(=O)n1N(C)c1ncc(C(F)(F)F)cc1Cl	5%	1.2%	-1%	4%	-3%	3.0	68	2%	i	31	-9	753
COc1ccc2[nH]c3c(c2c1)CCn1c-3nc2ccccc2c1=O	4%	-0.1%	0%	-1%	-17%	7.1	55	-6%	i	40	-6	764
O=C(O)c1ccc(Cl)c(S(=O)(=O)NC(Cc2ccccc2)C(=O)O)c1 (stereo not given)	1%	0.5%	-2%	5%	-21%	2.2	74	25%	i	31	1	690
CC(=O)NN1C(=O)c2ccccc2NC1c1ccoc1 (stereo not given)	7%	-0.5%	4%	7%	-21%	1.9	42	-10%	i	16	16	760
CC1c2nc3ccccc3n2C(CC(=O)NCc2ccccn2)C(=O)N1Cc1ccccc1 (stereo not given)	-2%	0.3%	2%	7%	-9%	-1.1	53	-3%	i	13	-6	726
C/C(=N\NC(=O)c1ccc(Br)cc1)c1ccccc1	9%	0.8%	16%	3%	14%	-0.8	66	-6%	i	29	x	x
Nc1ccc(S(=O)(=O)NCc2ccccn2)cc1	20%	0.6%	6%	5%	4%	0.4	49	-7%	i	49	-1	844
Cc1cccc(NC(=O)CNC(=O)c2ccco2)n1	6%	x	x	9%	x	1.1	71	x	i	54	x	x
CCCCSc1nc2c(c(=O)[nH]1)CCC2	7%	-0.1%	10%	12%	-9%	0.8	38	-11%	i	20	x	x
COc1ccc(C(=O)N/N=C(/C)c2cccc(NC(=O)c3ccncc3)c2)cc1OC	7%	-0.2%	8%	10%	3%	-0.7	44	0%	i	6	5	692
Cc1nn(-c2ccccc2)c(C)c1NC(=O)COC(=O)c1ccccc1OC(F)F	8%	-0.1%	11%	7%	-6%	2.1	42	-12%	i	52	-18	681
Cn1nc(C(=O)Nc2cccnc2)c2ccccc2c1=O	7%	-0.1%	-6%	-2%	-7%	-2.1	93	-1%	i	58	15	810
COCCCN1CC(=O)N2C(c3ccccc3)c3[nH]c4ccccc4c3C[C@H]2C1=O (stereo not given in full)	2%	-0.1%	16%	4%	2%	-0.9	95	-6%	i	36	x	x
O=C(COc1ccc(Cl)cc1)NCc1nnc(SCC(=O)NC2CCCCC2)o1	2%	-0.1%	2%	-1%	-2%	-1.0	51	-5%	i	42	x	x

High-throughput results: PubChem, several laboratories

Compounds were not picked by outcome; about 1.8% have a hit in one of these screens.
